# Assay outcomes (PubChem BioAssay)
# TRPM1 prom inh – inhibitors of MITF-dependent TRPM1 promoter reporter, primary screen, cell-based, SK-MEL-5, single point, luciferase; SK-MEL-5 TRPM1 promoter luciferase, 24 h; hit rate 0.83% among 330,000; inhibition, % at 12.5 µM; AID 488899, 2010;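 active = mean inhibition across replicates of 60% or more, whatever share of single replicates reaches that level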; note: values of inactives mirror those of a sister screen read the other way
# TWEAK-Fn14 inh – inhibitors of TWEAK-Fn14 signaling, primary screen, luciferase reporter cells, uHTS | inhibition, % at 10 µM | AID 1159606, 2016 | TWEAK-stimulated Fn14 reporter cells, luciferase luminescence, 8 h | hit rate 2% among 360,000; in the data active = inhibition above about 50%
# Peg3 prom inh – Peg3 promoter-driven luciferase inhibitors, primary screen, cell-based, HeLa, luciferase luminescence; AID 588405, 2011; HeLa PEG-Prom luciferase reporter, overnight; hit rate 1.7% among 360,000; inhibition, % at 20 µM;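 active = inhibition of at least 50% at 20 µM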
# Shn3 3UTR inh – reduction of Shn3 3'UTR firefly luciferase signal, primary screen, Schnurri-3 inhibitor project, cell-based, Clone20 osteoblasts, set 2. inhibition, % at 12.5 µM. hit rate 0.52% among 360,000. AID 588674, 2011. Clone20 osteoblast Shn3 3'UTR firefly luciferase, 24 h;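 active = mean inhibition of at least 75% with every replicate also reaching 75%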;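 note: 0% = median of neutral control wells and 100% = pilot-screen positive control compound; some compounds past the cut are filed as inactive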
# C8 TRAIL sens – viability loss with TRAIL in NB7+C8 cells, primary screen, TRAIL sensitizer project, cell-based, ATPlite luminescence; inhibition (viability loss, TRAIL sensitization), % at 10 µM; hit rate 1% among 360,000;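 active = compounds causing at least 50% loss of cell viability in the single-dose screen, relative to plate controls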
# HIF-2a inh – HIF-2a reporter inhibitors, primary screen, luminescence, 786-0 RCC cells; 786-0 RCC cells HIF-2a reporter, luciferase luminescence, overnight; inhibition, % at 18.8 µM; hit rate 0.72% among 360,000; AID 624352, 2012;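 active = inhibition of the luminescence signal of 40% or more relative to plate controls, in a single-dose primary screen at 18.75 µM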
# TROY NFkB inh – inhibitors of TROY-driven NF-kB signaling, primary screen, Q293 LMP1-TROYcd cells, NF-kB luciferase, uHTS. Q293 LMP1-TROYcd NF-kB luciferase reporter, 4 h. inhibition, % at 10 µM. hit rate 0.98% among 360,000;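 active = compounds whose plate-normalised and pattern-corrected inhibition of the luciferase reporter signal at the single screening dose is 50% or more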
# NR2E3 ag-1 – NR2E3 agonists in two-hybrid cells, primary screen, cell-based, luminescence, CHO-S, Gal4-NCOR/VP16-NR2E3 | Photoreceptor-specific nuclear receptor (Homo sapiens), Q9Y5X4 | luciferase | inhibition of corepressor binding, % at 3.98 µM | hit rate 0.35% among 360,000 | AID 602229, 2012;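 active = inhibition above the mean of all tested compounds plus 3 SD, cut at about 70% in these data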;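 note: 0% = DMSO with NR2E3 transfected cells and 100% = cells lacking NR2E3 construct; higher means lower luciferase signal from less NR2E3 corepressor binding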
# Target sequence (Q9Y5X4 whole entry, looked up, the tested form may be a part): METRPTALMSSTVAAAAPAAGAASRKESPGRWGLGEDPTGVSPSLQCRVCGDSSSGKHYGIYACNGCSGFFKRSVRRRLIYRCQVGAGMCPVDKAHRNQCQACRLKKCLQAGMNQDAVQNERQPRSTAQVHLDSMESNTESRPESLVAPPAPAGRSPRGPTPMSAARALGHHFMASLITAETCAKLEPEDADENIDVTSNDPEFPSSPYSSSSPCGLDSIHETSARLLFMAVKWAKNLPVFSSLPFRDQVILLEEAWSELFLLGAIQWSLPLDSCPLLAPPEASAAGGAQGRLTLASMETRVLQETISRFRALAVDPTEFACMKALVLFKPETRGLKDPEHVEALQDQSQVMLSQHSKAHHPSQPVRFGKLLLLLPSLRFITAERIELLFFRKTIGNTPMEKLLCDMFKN
# CF NFkB inh – inhibitors of PAF-induced NF-kB signaling, primary screen, cell-based, GFP fluorescence, uHTS. hit rate 0.86% among 360,000. KKLEB NF-kB-GFP reporter, GFP fluorescence overnight. inhibition, % at 5 µM;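 active = at least 50% inhibition at 5 µM, scaled per plate between neutral and stimulator controls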;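 note: PAF is a Pseudomonas aeruginosa culture filtrate used as stimulus; plate controls were PAF-stimulated DMSO wells for no effect and unstimulated DMSO wells for full effect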
# NR2E3 ag-2 – inhibitors of NR2E3-RetCOR corepressor binding, primary screen, NR2E3 agonist project, biochemical, TR-FRET, GST-NR2E3, biotin-RetCOR; 1536-well; inhibition of corepressor binding, % at 4.78 µM; hit rate 0.12% among 320,000; AID 2300, 2010;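 active = percent inhibition above the cutoff of mean plus 3 SD of all tested compounds, set per screening campaign, cut at about 20% in these data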;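 note: 0% = DMSO wells and 100% = biotin wells as full block of FRET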
#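 Material: NR2E3–RetCOR corepressor complex / Incubation: Compound–protein incubation for 5 h at 4 °C / Dosing: compound at 4.8 µM, single dose / Detection: time-resolved FRET / Benchmarks: high control biotin, low control 0.6% DMSO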
# KKLEB tox – cytotoxicity in KKLEB CF airway cells, primary screen, cytotoxicity control for CF NF-kB inhibitor project, cell-based, uHTS, fluorescence assay plates; hit rate 0.36% among 360,000; activity change (cytotoxicity), % at 5 µM; KKLEB CF airway cells viability, ATPlite luminescence, overnight; hits give low values; cells stimulated with P. aeruginosa culture filtrate;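 active = corrected activity change at or below -50% at 5 µM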
# * marks the source's active call; other numbers are inactive results; nt = not tested or not shown.
SMILES,TRPM1 prom inh,TWEAK-Fn14 inh,Peg3 prom inh,Shn3 3UTR inh,C8 TRAIL sens,HIF-2a inh,TROY NFkB inh,NR2E3 ag-1,CF NFkB inh,NR2E3 ag-2,KKLEB tox
CNc1nc(SCC(=O)Nc2ccccc2)nc(N2CCOCC2)n1,2,-9,22,18,-11,13,39,-24,23,0,4
O=C(Nc1ccc(Oc2ccc(C(=O)O)c(C(=O)O)c2)cc1)c1cccs1,-5,-9,9,10,5,10,7,-7,8,-1,0
COc1ccccc1N1CCN(CC(O)c2ccc3cc[nH]c3c2)CC1 (stereo not given),nt,7,8,-1,43,15,5,12,13,0,-14
CCC(=O)Nc1ccc(NC(=O)CSc2nnnn2-c2cccnc2)cc1C,3,14,2,6,-10,-48,7,-23,3,-1,8
O=C(O)C1(O)C[C@H](O)C(O)[C@@H](O)C1 (stereo not given in full),0,1,3,-10,3,6,0,-19,-13,2,12
Cc1ccc(Cn2c(=O)n(C)c(=O)c3sccc32)cc1,11,43,11,27,7,1,-4,-49,-27,2,0
COc1ccc2c(c1)-c1ccccc1S(=O)(=O)N2C(C)=O,5,7,0,-21,-5,-26,10,19,4,-2,10
CCNC(=O)N1CCCC(C(=O)c2ccc3cc(OC)ccc3c2)C1 (stereo not given),1,5,-14,15,-2,-21,0,1,-5,-1,2
COc1ccc(N(C(=O)c2snc(C(N)=O)c2N)C(C(=O)NC2CCCCC2)c2ccc(C)o2)cc1 (stereo not given),0,19,40,15,8,11,-16,-1,-12,4,4
CCN(CC)C(=S)Nc1ccc(OC)cc1,-11,2,3,-10,10,6,-8,-8,-12,1,6
C1CCCN(c2nc3nonc3nc2N2CCCCCC2)CC1,-7,-3,13,16,16,6,10,-21,5,6,-5
CCOC(=O)C(C(=O)NCc1cccc(OC)c1)c1ncc(C(F)(F)F)cc1Cl (stereo not given),9,0,12,1,1,17,-3,0,4,0,5
CCNC(=O)C1(C)CCN(C(=O)c2ccc(-c3ccccc3)cc2)C1 (stereo not given),nt,-5,15,-13,3,11,-1,-8,-2,nt,-18
NC(=O)CC(NC(=O)Cc1ccc(Br)cc1)c1ccc(NC2CCN(Cc3ccccc3)CC2)c([N+](=O)[O-])c1 (stereo not given),-28,7,19,-1,-5,-24,5,1,-23,2,-13
CCN(CC)c1ccc2nc3ccccc3[n+](CC)c2c1,67*,64*,57*,20,44,17,25,-21,-5,-124,13
Cc1ccc2nc(-c3ccccn3)oc2c1,-2,53*,-116,-20,67*,-89,-13,-128,-22,-2,-9
O=C(N/N=C/c1c(O)n(-c2ccccc2Cl)c(=O)c2ccccc12)c1cccnc1,1,8,-2,1,-9,32,11,-8,21,nt,4
O=S(=O)(NCc1ccccc1Cl)c1cccs1,-51,-2,-25,4,-4,-49,-17,-25,-5,3,19
COc1cc(Br)c(C(C)NC(=O)c2ccc(C)cc2)cc1OC (stereo not given),1,-11,3,4,-9,-2,7,0,1,3,2
COc1cc(OC)c2c(O)c3c(c(-c4c5c(c(O)c6c(OC)cc(OC)cc46)CO[C@@H](C)[C@H]5O)c2c1)[C@H](O)[C@H](C)OC3,13,19,1,-19,-13,18,10,-4,21,-1,7
CC(C)c1ccc(C(C(=O)NC(C)(C)C)N(C(=O)CNC(=O)c2ccco2)c2cccnc2)cc1 (stereo not given),5,-20,8,-10,-4,16,10,-10,-4,1,1
CC1CCN(C(=O)CN(Cc2ccc(F)cc2)S(C)(=O)=O)CC1,-4,-7,6,15,-10,14,-33,-2,-16,nt,5
C/C(=N\O)C(=O)NCCCNCCCN(C)C,-3,-2,2,-25,-10,17,3,-14,0,-1,-4
COc1ccc(C)cc1NC(=O)c1nn(-c2ccccc2)cc1OC,17,-40,40,27,7,0,47,5,-27,2,-5
CC(=O)Nc1ccc(S(=O)(=O)N2CCCCC2c2cccnc2)cc1 (stereo not given),-2,-5,16,-2,-2,11,11,11,3,4,0
S=C(Nc1ccc2snnc2c1)N1CCN(c2ccccn2)CC1,1,-20,-23,9,-8,-84,-29,-12,20,0,-9
CC(=O)NCCn1c(SCC(=O)Nc2ccc(C)cc2)nc2ccccc2c1=O,-2,-12,-11,3,-9,16,-14,10,1,-1,4
Cc1cc(Cc2cc(C)c(O)c(CO)c2)cc(CO)c1O,0,-5,-27,15,-13,-47,6,-14,5,nt,14
O=C(/C=C/c1ccccc1)N(Cc1ccc(Cl)cc1)C1CCS(=O)(=O)C1 (stereo not given),nt,-14,2,-7,-33,5,-2,-8,4,4,-8
CCOC(=O)c1[nH]c2ccc(OC)cc2c1C,-44,-3,-200,-29,-4,-177,-30,-43,-6,-2,-5
CCOc1cc(C(=O)N(C)CC(=O)Nc2cccc(F)c2)ccc1OCC(=O)N1CCCCC1,20,12,14,-17,2,14,4,-3,21,-1,-2
CCOc1ccccc1NC(=O)Cn1c(-c2ccc(Cl)cc2)noc1=O,2,-19,6,20,-4,7,0,-4,8,2,-6
Cc1sc2nc(CSC(C)C(=O)Nc3ccc(C(N)=O)cc3)[nH]c(=O)c2c1C (stereo not given),12,-5,0,-11,-49,15,-19,-24,-20,0,16
CN(Cc1ccccc1)C(=O)c1cccc(NC(=O)Cc2cccc(NC(=O)C3CCN(C(=O)c4ccccc4)CC3)c2)c1,0,-2,12,-19,0,-8,18,-5,-8,nt,10
CC1CCCCC12NC(=O)N(CC(=O)Nc1ccc(OC(F)F)cc1)C2=O (stereo not given),nt,1,-3,-7,19,-11,-19,12,16,nt,-8
CN(C(=O)c1cccc(NC(=O)Cc2ccc(NC(=O)C3CCN(C(=O)CCc4ccccc4)CC3)cc2)c1)C1CCC1,21,10,-9,4,6,5,12,-31,27,nt,5
Cc1ccc(C)c(NC(=S)N2CCC(NC(=O)c3ccco3)CC2)c1,3,-8,4,9,-12,9,-2,-13,-12,6,2
NC(=O)c1cc(S(=O)(=O)NCc2cccs2)cs1,13,-8,-16,-15,0,13,-15,-12,5,2,3
Cc1nn(C(=O)C(C)N2C(=O)c3ccccc3C2=O)c(C)c1Br (stereo not given),1,6,8,8,12,16,22,-4,8,nt,0
O=S(=O)(Nc1cccc(C(F)(F)F)c1)c1cnc[nH]1,7,7,5,-3,-6,11,4,-8,-18,4,-8

# Some of the entries above in a different format.
SMILES	TRPM1 prom inh	TWEAK-Fn14 inh	Peg3 prom inh	Shn3 3UTR inh	C8 TRAIL sens	HIF-2a inh	TROY NFkB inh	NR2E3 ag-1	CF NFkB inh	NR2E3 ag-2	KKLEB tox
NC(=O)c1cc(S(=O)(=O)NCc2cccs2)cs1	13	-8	-16	-15	0	13	-15	-12	5	2	3
Cc1nn(C(=O)C(C)N2C(=O)c3ccccc3C2=O)c(C)c1Br (stereo not given)	1	6	8	8	12	16	22	-4	8	nt	0

# Next records.
SMILES,TRPM1 prom inh,TWEAK-Fn14 inh,Peg3 prom inh,Shn3 3UTR inh,C8 TRAIL sens,HIF-2a inh,TROY NFkB inh,NR2E3 ag-1,CF NFkB inh,NR2E3 ag-2,KKLEB tox
Cc1nn2c(=O)cc(CSCC(=O)Nc3ccccc3F)nc2s1,-14,-4,7,-24,-27,9,-1,-37,-1,-1,-7
CC1CCN(C(=O)c2cccc(S(=O)(=O)N3CCCc4ccccc43)c2)CC1,7,-1,14,8,10,8,-2,6,8,-1,-5
COc1cccc(Oc2ccc(N)cc2)c1,-4,-3,-87,-14,0,-41,-26,-59,6,1,1
CCOc1ncccc1C(=O)OC(C)C(=O)Nc1ccc(CC)cc1 (stereo not given),1,24,10,-3,3,-1,16,4,7,3,-7
COc1ccccc1-c1cccc([C@@H]2C[C@H]3[C@H](CON3C)CN2S(=O)(=O)c2ccccc2C)c1,-3,30,15,-11,4,6,8,-1,-10,nt,-2
O=C1CC(C(=O)Nc2ccccc2)N=C(N2CCCCC2)N1 (stereo not given),-3,-9,1,0,-9,13,-9,-14,10,1,-22
C(=N\n1cnnc1)/c1ccc(N2CCOCC2)cc1,-2,1,-16,-27,15,-10,35,-4,0,0,0
COCC(=O)Nc1ccccc1NC(C)=O,0,24,-1,-18,-6,10,23,-38,4,0,-1
CCCCNC(=O)c1cc2nc(-c3ccc(OC)cc3)cc(C(F)(F)F)n2n1,nt,-15,8,-16,2,3,-10,-12,-1,nt,-12
Cc1ccc2c(CC(=O)OCC(=O)N(CC(C)C)c3c(N)n(Cc4ccccc4)c(=O)[nH]c3=O)coc2c1,26,8,17,-1,-11,5,2,-4,-8,-1,0
N/C(=N\OC(=O)c1cccnc1)c1ccc(Cl)cc1Cl,-26,-5,-39,-21,0,-49,-40,-7,-28,0,6
COc1ccc(CN2CCSCC2)cc1C,-3,21,10,-17,13,15,-28,-41,-4,1,9
Cn1c(CSCc2ccccc2)nnc1SCC(=O)Nc1nccs1,5,6,14,4,-7,20,3,-7,11,4,12
COc1cc(C(=O)Nc2nnc(C3=COCCO3)o2)cc(OC)c1OC,9,8,9,11,-4,11,-32,-7,-8,-1,-5
c1ccc(CSc2snnc2-c2ccccc2)cc1,-55,-9,-83,2,-4,-114,-12,1,24,0,-9
Cc1csc2c(=O)sc(NC(=O)c3ccc(F)cc3Cl)nc12,-1,11,-4,-6,0,-17,42,30,15,4,-2
CCC(=NOCc1ccccc1)C(=O)NNS(=O)(=O)c1ccc(C)cc1,-10,6,9,-4,-4,22,-10,27,14,nt,5
COc1ccc(-c2nc3ncccc3o2)cc1NC(=O)c1cccs1,-6,39,1,0,-8,-10,-8,-21,-68,2,18
COc1ccc(CC(=O)N2CCCc3ccccc32)cc1OC,9,-31,24,-5,4,17,-1,-53,-2,0,-2
CC(C)(C)c1cc(NC(=O)COC(=O)c2ccc(O)cc2O)n(-c2ccccc2)n1,23,-4,1,27,18,23,-9,7,27,2,-10
O=C(c1ccccc1)N1CCN(C(=O)c2cccnc2)CC1,3,12,2,-4,2,11,-5,-19,0,6,3

# Exported with each value named: part of the list above.
canonical_smiles: C(=N\n1cnnc1)/c1ccc(N2CCOCC2)cc1
  TRPM1 prom inh: -2; TWEAK-Fn14 inh: 1; Peg3 prom inh: -16; Shn3 3UTR inh: -27; C8 TRAIL sens: 15; HIF-2a inh: -10; TROY NFkB inh: 35; NR2E3 ag-1: -4; CF NFkB inh: 0; NR2E3 ag-2: 0; KKLEB tox: 0
canonical_smiles: COCC(=O)Nc1ccccc1NC(C)=O
  TRPM1 prom inh: 0; TWEAK-Fn14 inh: 24; Peg3 prom inh: -1; Shn3 3UTR inh: -18; C8 TRAIL sens: -6; HIF-2a inh: 10; TROY NFkB inh: 23; NR2E3 ag-1: -38; CF NFkB inh: 4; NR2E3 ag-2: 0; KKLEB tox: -1

# Only part of the results is shown; the hit share may differ from the screen's.
